# M1 PAM parental: nonselective activator or artifact in parental CHO-K1 calcium assay. ATP EC20, Fluo-8 calcium fluorescence; 0% at ATP EC20, 100% at ATP max. activation, % at 3 µM. 360,000 tested, 0.02% active;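 active = activation above the run cutoff, the mean activation of all test compounds plus 3 SD, cut at about 40% in these data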;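 also: peak over basal fluorescence ratio in a 140 s read after ATP addition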
# M4 ag: CHRM4 agonism in calcium assay; P08173; CHO-K1 hM4/Gqi5, Fluo-8 calcium fluorescence; vehicle 0%, full acetylcholine response 100%; activation, % at 3 µM; 360,000 tested, 0.14% active; AID 624127;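 active = activation above the run mean over all test wells plus 3 SD, cut at about 32% in these data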;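 also: peak over basal fluorescence ratio per well then scaled between controls; 0% = DMSO wells and 100% = acetylcholine at EC100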
# Target sequence (P08173 whole entry, looked up): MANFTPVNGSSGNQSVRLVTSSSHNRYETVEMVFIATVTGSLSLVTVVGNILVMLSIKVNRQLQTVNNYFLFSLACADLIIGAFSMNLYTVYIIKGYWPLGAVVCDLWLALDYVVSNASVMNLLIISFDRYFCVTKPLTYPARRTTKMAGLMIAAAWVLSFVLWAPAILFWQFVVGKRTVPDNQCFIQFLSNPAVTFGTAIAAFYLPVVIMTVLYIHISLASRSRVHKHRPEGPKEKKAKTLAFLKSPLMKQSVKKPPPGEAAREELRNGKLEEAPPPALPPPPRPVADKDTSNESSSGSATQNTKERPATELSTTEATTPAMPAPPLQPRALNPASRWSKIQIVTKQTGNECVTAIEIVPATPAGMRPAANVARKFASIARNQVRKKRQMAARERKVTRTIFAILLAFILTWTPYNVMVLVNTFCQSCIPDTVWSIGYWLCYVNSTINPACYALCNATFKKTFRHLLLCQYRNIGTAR
# M1 ag parental: M1 agonist counterscreen hit in parental CHO-K1 cells; Fluo-8 calcium fluorescence; scaled to maximal ATP response, vehicle zero; activation, % at 3 µM; 360,000 tested, 0.48% active; in the data active = activation above about 15%;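 also: untransfected CHO-K1 host cells lacking M1 receptor as counterscreen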
# CHRM4 PAM: positive allosteric modulators of human muscarinic M4 receptor; P08173; CHO-K1 hM4/Gqi5, Fluo-8 calcium fluorescence, ACh EC20; 0% = ACh EC20, 100% = maximal ACh; activation, % at 3 µM; 360,000 tested, 0.4% active;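 active = activation above its plate's cutoff, the mean activation of sample wells plus 3 SD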; also: some results filed as inactive read as strong as hits
# CHRM4 antagonist: CHRM4 antagonism in calcium assay; CHO-hM4 cells, ACh EC80, Fluo-8 calcium fluorescence; inhibition, % at 3 µM; AID 624125; P08173; 360,000 tested, 0.73% active;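 active = inhibition above its plate's cutoff, the mean inhibition of sample wells plus 3 SD, cut at about 27% in these data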;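 also: 0% = acetylcholine EC80 with DMSO and 100% = DMSO without agonist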
# M5 antag: blocks acetylcholine activation of human M5 receptor | P08912 | CHO-hM5 cells, Fluo-8 calcium fluorescence, ACh EC80 | inhibition, % at 3 µM | 360,000 tested, 0.59% active | AID 624040;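 active = inhibition above a per-plate cutoff, the mean of that plate's test compounds plus 3 SD, cut at about 27% in these data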;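 also: 0% = acetylcholine EC80 with DMSO and 100% = DMSO without agonist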
# Target sequence (P08912 whole entry, looked up): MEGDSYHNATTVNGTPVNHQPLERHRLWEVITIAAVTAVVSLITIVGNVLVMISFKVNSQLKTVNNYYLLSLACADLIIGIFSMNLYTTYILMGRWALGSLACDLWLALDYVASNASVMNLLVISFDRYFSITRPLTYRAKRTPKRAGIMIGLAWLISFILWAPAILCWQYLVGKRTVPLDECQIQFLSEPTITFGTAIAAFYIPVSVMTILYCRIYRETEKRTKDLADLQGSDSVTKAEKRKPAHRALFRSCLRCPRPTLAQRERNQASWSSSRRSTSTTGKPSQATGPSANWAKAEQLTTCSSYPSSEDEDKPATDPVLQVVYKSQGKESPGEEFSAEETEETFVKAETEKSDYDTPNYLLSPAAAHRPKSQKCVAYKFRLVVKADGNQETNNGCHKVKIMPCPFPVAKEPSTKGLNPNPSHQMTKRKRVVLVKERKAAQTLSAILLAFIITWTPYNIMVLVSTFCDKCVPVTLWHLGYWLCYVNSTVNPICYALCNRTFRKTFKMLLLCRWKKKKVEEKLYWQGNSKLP
# CHRM5 agonist: agonists of human muscarinic M5 receptor (CHRM5). 360,000 tested, 0.19% active. AID 624037. CHO-K1 hM5 cells, Fluo-8 calcium fluorescence; 0% DMSO wells, 100% maximal acetylcholine response. activation, % at 3 µM. P08912;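 active = activation above the run's mean over test compounds plus 3 SD, cut at about 23% in these data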;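 also: signal is peak over basal fluorescence ratio across the kinetic read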
# M5 PAM: CHRM5 positive allosteric modulation | AID 624038 | activation, % at 3 µM | P08912 | CHO-K1 hM5, Fluo-8 calcium, ACh EC20 PAM; 0% = ACh EC20, 100% = ACh EC100 | 360,000 tested, 0.3% active;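 active = activation above the run cutoff, the mean activation of all test compounds plus 3 SD, cut at about 18% in these data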
#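 system = human M5 receptor in CHO-K1 cells | reagent = EC20 acetylcholine as agonist stimulus | compound dosing = single-point, 3 µM nominal | incubation = Fluo-8 loading 80 min at 37 °C plus 30 min room temperature | detection = Fluo-8 calcium dye fluorescence, kinetic read | benchmarks = low control EC20 acetylcholine (0%), high control EC100 acetylcholine (100%)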
# CHO-K1 Ca antag: M1 antagonist counterscreen hit in parental CHO-K1 cells; 360,000 tested, 0.6% active; inhibition, % at 3 µM; ATP-induced calcium, Fluo-8 fluorescence;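 active = inhibition above a per-plate cutoff, the plate's mean sample inhibition plus 3 SD, cut at about 24% in these data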;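 also: 0% = DMSO plus EC80 ATP and 100% = DMSO alone without ATP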
# Active calls of the source: *.
no.	SMILES	M1 PAM parental	M4 ag	M1 ag parental	CHRM4 PAM	CHRM4 antagonist	M5 antag	CHRM5 agonist	M5 PAM	CHO-K1 Ca antag
1	CC(=O)c1cccc(-c2ccnc3c2CC(C(=O)Nc2cccc(NS(C)(=O)=O)c2)O3)c1 (stereo unspecified)	15	1	0.5	4	-12	5	1	1	-11
2	CC1=C(C(=O)N(C)C)CC(CC(=O)NCCN2CCOCC2)C(=O)N1Cc1ccccc1 (stereo unspecified)	7	0	0.1	0	2	20	0	-4	-3
3	Cc1ccc(CNC(=O)CCS(=O)(=O)c2ccc(Br)cc2)cc1	11	2	1.3	7	-14	-2	-1	-4	-21
4	COc1ccc(N(CC(=O)Nc2ccc(C)cn2)S(=O)(=O)c2c(C)noc2C)cc1	-6	6	1.7	-3	12	-4	-1	-5	12
5	COc1ccc(N2CCN(C(=O)c3cccn4c(=O)c5ccccc5nc34)CC2)cc1	12	1	1.3	4	-3	3	3	-3	-7
6	CCCCCOc1ccc(NC(=O)c2cc(SC)ccc2Cl)cc1	-1	-1	0.4	-5	4	5	-1	-7	4
7	C/C(NCC(C)(C)CN(C)C)=C(/C#N)C(=O)NCc1ccccc1	7	0	0.6	-8	2	6	0	-4	1
8	Cc1ccccc1NC(=O)Cc1c[nH]c2ccccc12	9	1	0.4	-6	5	10	1	-7	-5
9	CCCOc1ccc(-c2c(C(=O)N/N=C/c3ccc(OC)cc3)nnn2-c2nonc2N)cc1	16	3	0.0	8	-4	-3	3	3	-10
10	CC(=O)Nc1ccc(S(=O)(=O)Nc2nc3ccccc3nc2N2CCc3ccccc3C2)cc1	27	5	3.7	-6	11	-1	1	1	-7
11	CCOc1ccc(N2C(=O)C3C(c4ccccc4F)NN(C(=O)c4ccc(C)cc4)C3C2=O)cc1 (stereo unspecified)	30	1	0.1	8	-26	-4	-3	-2	-5
12	CC(OC(=O)c1cccc(S(=O)(=O)Nc2ccccc2F)c1)C(=O)NCc1ccc2c(c1)OCO2 (stereo unspecified)	16	3	2.2	-3	4	0	-3	-4	-9
13	CCN1CCN(C(c2ccc(F)cc2)c2nnnn2Cc2cccs2)CC1 (stereo unspecified)	-3	1	0.2	4	6	-2	-12	-1	10
14	Cc1ccc2nc(-c3ccccc3)cc(C(=O)NCCCn3ccnc3)c2c1	10	9	2.7	6	2	2	2	-5	1
15	O=C(C1=C[C@H](C2CC2)C[C@H](OCc2ccc(CO)cc2)O1)N1CCOCC1	9	0	-0.1	12	-8	7	3	12	-4
16	CCOC(=O)c1sc2nc(C3CC3)cc(-c3ccc(OC)cc3)c2c1N	12	0	-0.1	5	0	-11	-3	2	-8
17	O=C(Nc1cccc(Cl)c1N1CCCC1)c1ccc([N+](=O)[O-])o1	8	0	-0.2	4	0	4	0	1	1
18	O=C1c2ccccc2C(Nc2ccc(Cl)cc2)N1CCN1CCOCC1 (stereo unspecified)	8	2	0.3	1	-15	-3	3	-1	11
19	CN(C(=O)c1cccc(COc2ccc(Cl)cc2Cl)c1)c1ccccc1	3	0	0.3	-1	0	2	-3	-7	-2
20	O=C1c2c(Br)c(Br)c(Br)c(Br)c2C(=O)N1c1ccccn1	-21	0	0.0	-3	3	-2	-6	2	14
21	O=C(Cn1cnc([N+](=O)[O-])c1)c1ccc(F)cc1	18	0	0.8	6	-10	4	6	-4	-15
22	Cc1cc(OCC(=O)NC(C)c2ccccc2)ccc1[N+](=O)[O-] (stereo unspecified)	14	3	4.7	-3	0	3	2	-7	-7
23	COc1ccc(-c2nc(C#N)c(N3CCOCC3)o2)cc1OC	21	1	0.0	1	1	-8	-2	6	-15
24	O=C(CSc1ccc(F)cc1)NCCSc1ccccc1	10	0	0.0	-3	3	0	-4	-1	-7

# Arranged by molar mass (descending): four of the compounds above
no.	SMILES	M1 PAM parental	M4 ag	M1 ag parental	CHRM4 PAM	CHRM4 antagonist	M5 antag	CHRM5 agonist	M5 PAM	CHO-K1 Ca antag
19	CN(C(=O)c1cccc(COc2ccc(Cl)cc2Cl)c1)c1ccccc1	3	0	0.3	-1	0	2	-3	-7	-2
18	O=C1c2ccccc2C(Nc2ccc(Cl)cc2)N1CCN1CCOCC1 (stereo unspecified)	8	2	0.3	1	-15	-3	3	-1	11
24	O=C(CSc1ccc(F)cc1)NCCSc1ccccc1	10	0	0.0	-3	3	0	-4	-1	-7
21	O=C(Cn1cnc([N+](=O)[O-])c1)c1ccc(F)cc1	18	0	0.8	6	-10	4	6	-4	-15

# Next part.
no.	SMILES	M1 PAM parental	M4 ag	M1 ag parental	CHRM4 PAM	CHRM4 antagonist	M5 antag	CHRM5 agonist	M5 PAM	CHO-K1 Ca antag
25	CC(O)(c1ccc(F)c(F)c1)c1nc(-c2ccc3ccccc3c2)cs1 (stereo unspecified)	-4	2	0.3	-4	4	4	0	-1	-3
26	Cc1csc(SC(C)C(=O)NCC2CCCCC2)n1 (stereo unspecified)	8	-1	0.3	-7	3	8	-5	5	-12
27	Cc1cc(NC(=O)c2cc(-c3ccccc3C)nc3ccccc23)no1	3	-1	-0.3	-8	6	-4	-5	-8	0
28	c1ccc2c(c1)[nH]c1c(NCC3CCCO3)ncnc12 (stereo unspecified)	13	9	3.3	4	4	-1	6	-3	6
29	COc1cc(/C=N/NC(=O)c2cc(-c3cccs3)nc3ccccc23)ccc1O	35	11	5.4	-14	-7	3	6	-17	-20
30	CC(C)c1ccc(NC(=O)C2CCCN(S(=O)(=O)c3ccc4c(c3)C(C)(C)C(=O)N4C)C2)cc1 (stereo unspecified)	26	4	0.4	3	-19	-3	1	-1	-6
31	Cn1c(N)c(C(=O)CSc2nnc(-c3ccccc3F)n2N)c(=O)n(C)c1=O	12	1	1.1	13	1	0	2	4	-12
32	CCN(CC(=O)Nc1ccc(N2CCOCC2)cc1)C(=O)Cc1ccccc1	6	1	1.3	2	4	-2	2	4	-1
33	COc1ccc(NC(=O)CSc2nc(=O)n(CCN3CCOCC3)c3c2CCC3)c(OC)c1	-10	0	0.1	-8	0	3	2	-7	2
34	Cn1c2ccsc2c2ncn(Cc3ccc(F)cc3)c(=O)c21	16	4	1.2	7	-5	0	3	-5	-15
35	CN(C(=O)COc1ccc(Br)cc1Cl)C1CCCCC1	-8	0	0.0	0	-4	6	-9	-3	1
36	O=C(Cn1cc(COc2ccc(-n3cccc3)cc2)nn1)NS(=O)(=O)c1ccccc1C(F)(F)F	9	0	0.0	4	1	-1	1	-1	-1
37	N#Cc1ccsc1NC(=O)CN1C(=O)NC2(CCCC2)C1=O	-2	3	1.1	1	2	12	2	-7	-9
38	COc1ccc(N2CCN(C(=O)C3Cc4ccccc4CN3C(=O)c3ccccc3)CC2)cc1 (stereo unspecified)	-12	1	0.3	-5	-2	4	-3	-2	7
39	O=C(Nc1nc2ccc(Cl)cc2s1)c1ccc(Br)o1	13	2	0.3	21	-18	-2	-2	5	6
40	O=C1CCC(C(=O)OCC(=O)N2N=C3/C(=C\c4ccccc4)CCCC3C2c2ccccc2)N1 (stereo unspecified)	4	5	-0.1	-3	-9	8	-10	-17	-7
41	Cc1cccc(C(=O)Nc2ccccc2SCC(=O)Nc2ccc(C)c(Cl)c2)c1	6	0	0.1	-10	12	1	1	-2	7
42	C[C@H](CO)N1C[C@H](C)[C@@H](CN(C)Cc2ccccc2)Oc2c(NC(=O)Cc3ccccc3)cccc2C1=O	-2	20	5.6	-6	16	9	5	-16	-19
43	COc1cccc(CNC(=O)CCC2CCCN(C(=O)c3ccc(OC)c(F)c3)C2)c1 (stereo unspecified)	-11	1	0.2	-5	-5	8	-1	-2	-3
44	CCc1oc2c(C)c(O)ccc2c(=O)c1-c1ccc2ccccc2n1	1	1	0.6	2	2	12	-4	-4	-3
45	CN(Cc1ccccc1F)C(=O)C(Cc1ccccc1)NC(=O)c1ccccc1 (stereo unspecified)	-12	15	5.8	-12	18	14	-1	-22	32*
46	Cc1cc(=O)oc2c3c(cc(OCC(=O)N4CCC(C(=O)O)CC4)c12)OC(C)(C)CC3	10	1	-0.2	6	-3	0	3	-1	-6
47	CCOc1ccc(N(CC(=O)N2CCN(Cc3ccccc3)CC2)S(C)(=O)=O)cc1	8	1	0.4	7	5	7	-4	1	1
48	COc1ccc(-n2c(C)cc(-c3csc(NC(=O)c4ccc(S(=O)(=O)N(C)C)cc4)n3)c2C)cc1	14	1	11	-4	-5	-2	0	-4	6
49	CCOc1ccc(N(CC(=O)NC2CCCC2)S(=O)(=O)c2ccccc2)cc1	11	-1	-0.1	-2	-10	1	-3	3	-13
50	CCOc1ccc(S(=O)(=O)N2CCCCC2)cc1NC(=O)C1CSC2(C)CCC(=O)N12 (stereo unspecified)	13	10	2.3	-3	-4	-1	-1	-9	-6
51	C[N+](C)(C)CCCN(Cc1ccc2c(c1)OCO2)C(=O)NC1CCCCC1	15	0	1.4	-6	5	9	-3	-3	7
52	COc1cccc(C2=NOC(C(=O)NCc3ccccn3)C2)c1 (stereo unspecified)	7	2	0.6	26	-5	5	2	-1	-6
53	CCCc1nnc(NC(=O)c2ccc(S(=O)(=O)N(C)c3ccccc3OC)cc2)s1	16	1	0.8	2	11	6	-2	1	-18
54	CC(C)c1ccc(/C=C2\SC(=O)N(CC(=O)NC3C=CS(=O)(=O)C3)C2=O)cc1 (stereo unspecified)	-5	9	9.3	-7	9	16	1	-2	12
55	COc1cccc(-n2c(SCC(=O)N3CCOCC3)nc3c([nH]c4ccccc43)c2=O)c1	15	3	2.2	3	0	-2	0	2	-11
56	CCOC(=O)[C@]12CCC=C1N(CCC1=CCCCC1)C(=O)[C@H](CC(=O)N1CCN(C(=O)C3CC3)CC1)C2	13	1	0.0	5	0	7	1	-4	-20
57	Cc1ccc(C(C(=O)NC2CCCC2)N(C(=O)Cc2cccs2)c2cccc(C)c2C)o1 (stereo unspecified)	25	1	6.0	2	-25	-5	2	2	-32
58	CCS(=O)(=O)c1ccccc1C(=O)NC1CCCc2ccccc21 (stereo unspecified)	4	1	1.0	-5	5	18	-1	2	-6
59	C/C(CC(=O)Nc1ccccn1)=N\NC(=O)Cc1cccc2ccccc12	20	2	0.7	8	3	0	0	4	-20
60	Nc1sc2c(c1C(=O)NCCc1ccccc1)CCC2	5	2	0.9	-8	24	4	1	3	3
61	O=c1c2c(nc3cc(-c4cccc(F)c4)[nH]n13)CCC2	-8	1	0.2	-1	-1	6	3	-7	1
62	O=C(COC(=O)CCc1c[nH]c(=O)[nH]1)Nc1cccc(Cl)c1	-12	1	0.5	-6	21	-2	0	-7	14
63	O=[N+]([O-])c1ccc(CSc2ccc(S(=O)(=O)N3CCCC3)cn2)cc1	8	12	4.7	-11	-4	-2	-6	-26	-13
64	Cc1cc(C)cc(NC(=O)C2CCCN(S(=O)(=O)c3cnc[nH]3)C2)c1 (stereo unspecified)	8	2	0.0	-2	4	3	-1	-4	1
65	COc1ccccc1NC(=O)c1cc2c(CO)cnc(C)c2oc1=Nc1cc(OC)c(OC)c(OC)c1	-10	1	1.8	-6	-8	-1	-5	7	-11
66	CN(C(=S)SCc1ccccc1)C1CCS(=O)(=O)C1 (stereo unspecified)	21	5	4.9	-9	2	5	2	0	-14
67	COc1cccc(NC(=O)CSc2nccn2-c2cccc(OC)c2)c1	-8	3	1.6	0	10	-3	0	-4	12
68	CCSc1nnc2nc3[nH]c4c(C)cccc4c3nn12	9	6	1.3	3	-3	12	-2	-6	-5

# Source: PubChem BioAssay (The Scripps Research Institute Molecular Screening Center)
